Screens: PubChem BioAssay, The Scripps Research Institute Molecular Screening Center
M1 antag: antagonists of human M1 muscarinic receptor; CHO-K1 hM1, Fluo-8 calcium fluorescence, ACh EC80 antagonist; P11229; AID 588852; 360,000 compounds, 1.3% hits; inhibition, % at 3 µM;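 active = percent inhibition above its own plate's cutoff, namely the mean of that plate's compound wells plus 3 SD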;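 also: peak over basal fluorescence ratio during 140 s after agonist addition; 0% = ACh EC80 plus DMSO and 100% = DMSO alone without agonist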
Target sequence (P11229 whole entry, looked up): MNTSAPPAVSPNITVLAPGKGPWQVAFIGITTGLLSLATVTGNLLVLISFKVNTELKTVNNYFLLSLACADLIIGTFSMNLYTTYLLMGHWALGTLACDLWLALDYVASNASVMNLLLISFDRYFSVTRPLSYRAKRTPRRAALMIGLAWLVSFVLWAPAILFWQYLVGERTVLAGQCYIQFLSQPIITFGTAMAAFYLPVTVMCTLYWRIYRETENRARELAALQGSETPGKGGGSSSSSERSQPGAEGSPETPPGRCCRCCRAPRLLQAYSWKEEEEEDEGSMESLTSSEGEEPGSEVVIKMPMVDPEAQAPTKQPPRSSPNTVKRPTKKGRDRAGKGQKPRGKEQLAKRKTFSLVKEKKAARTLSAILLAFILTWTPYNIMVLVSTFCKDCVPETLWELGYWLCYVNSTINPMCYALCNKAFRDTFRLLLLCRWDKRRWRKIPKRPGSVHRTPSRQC
TAAR1 agonist: agonists of human TAAR1 | Q96RJ0 | CHO RD-HGA16 TAAR1, Fluo-8 calcium fluorescence; vehicle wells 0%, saturating PEA agonist 100% | activation, % at 3 µM | 360,000 compounds, 0.99% hits | AID 624467;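 active = activation above the mean activation of all test compounds in the run plus 3 SD, cut at about 38% in these data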
Target sequence (Q96RJ0 whole entry, looked up): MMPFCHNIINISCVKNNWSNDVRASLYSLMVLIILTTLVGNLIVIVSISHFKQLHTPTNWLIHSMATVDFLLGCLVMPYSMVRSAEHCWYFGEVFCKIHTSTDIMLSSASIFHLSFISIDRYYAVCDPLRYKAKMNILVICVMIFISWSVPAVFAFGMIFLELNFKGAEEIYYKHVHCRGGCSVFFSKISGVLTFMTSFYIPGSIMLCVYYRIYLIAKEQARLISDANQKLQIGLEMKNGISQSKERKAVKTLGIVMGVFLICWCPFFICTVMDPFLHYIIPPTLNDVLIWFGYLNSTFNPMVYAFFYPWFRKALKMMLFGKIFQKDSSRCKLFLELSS
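Assay system – CHO-derived RD-HGA16 cells with stable Gα16 and human TAAR1 · Compound dosing – one-point dosing at 3 µM (nominal) · Incubation – 17-24 h seeding, 75 min 37 °C dye, 30 min RT · Measured by – kinetic Fluo-8 calcium fluorescence · Control set – DMSO vehicle as 0%, PEA at EC100 as 100% · Repeats – single well for each compound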
CHO parental Ca: counter-screen: ATP calcium response change in parental CHO cells | 330,000 compounds, 0.63% hits | inhibition, % at 5.6 µM | parental CHO-K1, ATP-induced calcium, Fluo-8 fluorescence;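 active = inhibition above that plate's mean sample inhibition plus 3 SD, cut at about 26% in these data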;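 also: 0% = ATP-challenged DMSO wells and 100% = DMSO wells without ATP; some compounds past the cut are filed as inactive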
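Material: parental CHO cells / Compound: single nominal dose of 5.6 µM per compound / Signal: Fluo-8 fluorescence / Replicates: singlicate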
M1 PAM parental: M1 PAM counterscreen hit in parental CHO-K1 cells. ATP EC20, Fluo-8 calcium fluorescence; 0% at ATP EC20, 100% at ATP max. activation, % at 3 µM. 360,000 compounds, 0.02% hits. AID 602247;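 active = activation above the run cutoff, the mean activation of all test compounds plus 3 SD, cut at about 40% in these data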;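 also: peak over basal fluorescence ratio in a 140 s read after ATP addition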
CHO-K1 Ca antag: counter-screen for M1 antagonists: effect in parental CHO-K1 cells; 360,000 compounds, 0.6% hits; ATP-induced calcium, Fluo-8 fluorescence; inhibition, % at 3 µM; AID 602250;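 active = inhibition above a per-plate cutoff, the plate's mean sample inhibition plus 3 SD, cut at about 24% in these data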;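 also: 0% = DMSO plus EC80 ATP and 100% = DMSO alone without ATP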
CHRM1 agonist: activates human CHRM1 receptor; P11229; CHO-K1 hM1, Fluo-8 calcium fluorescence, agonist mode; 0% DMSO, 100% acetylcholine EC100; activation, % at 3 µM; 360,000 compounds, 0.33% hits; AID 588814;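 active = activation above the run's mean compound activation plus 3 SD, cut at about 16% in these data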;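 also: peak over basal fluorescence ratio within a 140 s kinetic read after compound addition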
M1 PAM: positive allosteric modulators of human M1 muscarinic receptor; activation, % at 3 µM; CHO-K1 hM1, Fluo-8 calcium fluorescence, ACh EC20; 0% = ACh EC20, 100% = maximal ACh; P11229; AID 588819; 360,000 compounds, 0.088% hits; in the data active = activation above about 19%, passing the limit was not always enough
CHO-K1 Ca ag: nonselective activator or artifact in parental CHO-K1 cells | Fluo-8 calcium fluorescence; scaled to maximal ATP response, vehicle zero | activation, % at 3 µM | 360,000 compounds, 0.48% hits | AID 602248; in the data active = activation above about 15%;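 also: untransfected CHO-K1 host cells lacking M1 receptor as counterscreen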
TAAR1 antag: human TAAR1 antagonism. inhibition, % at 3 µM. AID 624466. 360,000 compounds, 1.5% hits. Q96RJ0. CHO RD-HGA16 TAAR1, Fluo-8 calcium fluorescence, antagonist;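 active = inhibition above a per-plate cutoff, the mean inhibition of test compounds on that plate plus 3 SD, cut at about 49% in these data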;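 also: 0% = DMSO plus EC80 beta-PEA response and 100% = DMSO alone without agonist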
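test system = CHO RD-HGA16 cells bearing hTAAR1 | replication = singlicate | controls = DMSO-only wells and EC80 β-PEA-stimulated wells | reagent = EC80 β-phenethylamine stimulus | read-out basis = percent inhibition of PEA-evoked calcium signal, max/basal emission ratio | schedule = seeding 17-24 h prior, 75-min 37 °C, 30-min RT dye loading | signal = kinetic Fluo-8 calcium fluorescence measurement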
* = called active by the depositor; nt = not tested or not shown.

SMILES | M1 antag | TAAR1 agonist | CHO parental Ca | M1 PAM parental | CHO-K1 Ca antag | CHRM1 agonist | M1 PAM | CHO-K1 Ca ag | TAAR1 antag
Cc1ccc(S(=O)(=O)N2[C@@H](c3ccc(F)cc3)C(C(=O)O)=CC[C@H]2c2cccc(Cl)c2)cc1 | 10 | 6 | -6 | -10 | 8 | -3 | 0 | 1.4 | 11
O=[N+]([O-])c1ccc(O)c(-c2nn[nH]n2)c1 | -7 | 8 | -2 | 7 | -4 | 0 | 3 | -0.1 | 8
O=C(CN1C(=O)NC2(CCCC2)C1=O)OCCOc1cccc(Cl)c1 | -10 | 1 | -13 | -1 | -1 | -2 | 9 | 1.0 | -6
C/C(=N\O)C1/C(=N/O)CC2C1C2(C)C (stereo not given) | 1 | 8 | 1 | 11 | -5 | -4 | 0 | 0.4 | 1
COc1ccccc1CNC(=O)CSC(=S)N1CCCC1 | -3 | -1 | -14 | 7 | 3 | -7 | 1 | 0.2 | 13
Cc1cc(Cl)ccc1OCCCC(=O)N1CCCCC1 | -34 | 23 | -7 | 28 | -16 | -3 | 3 | 2.1 | 11
CCOC(=O)c1oc2c(CN3CCN(C)CC3)c(O)ccc2c(=O)c1-c1ccc(Br)cc1 | -20 | 0 | -11 | 29 | -6 | -10 | 13 | -0.2 | 8
O=C(CSc1nnc(CNC(=O)c2ccco2)o1)Nc1cccc(C(F)(F)F)c1 | -2 | 21 | -10 | -1 | 2 | 1 | 2 | 3.9 | -29
CC(=O)c1c(C)[nH]c(C(=O)COC(=O)c2cccc(S(=O)(=O)N(C)c3ccccc3)c2)c1C | 57* | 20 | 75* | -3 | 43* | -2 | -24 | 17* | 82*
CCOC(=O)[C@@H]1[C@H]2COc3cc(OC)ccc3[C@@H]2N2C(=O)N(c3ccc(Br)cc3)C(=O)[C@]12C | -1 | 2 | -12 | 8 | -14 | -6 | 8 | 0.8 | 3
CCCn1c(N)c(N(CCOC)C(=O)c2ccc(S(=O)(=O)N3CCOCC3)cc2)c(=O)[nH]c1=O | -2 | -2 | nt | -13 | 4 | -4 | 4 | -0.1 | 6
Cc1nn(C)c2nc(-c3cccs3)cc(C(F)(F)F)c12 | 12 | 18 | -17 | -2 | -4 | -6 | -9 | 1.0 | -17
NS(=O)(=O)c1ccc(NC(=O)CCCCCN2C(=O)c3ccccc3C2=O)cc1 | -6 | 2 | nt | 11 | -3 | -7 | 3 | 1.9 | -12
O=C(COc1ccccc1)NCc1ccc(-n2cccc2)cc1 | 3 | 5 | -9 | 15 | 6 | -3 | 3 | 0.2 | -3
Nc1nccc(NCCSCc2ccccc2)n1 | 20 | 4 | nt | -7 | 7 | -3 | -15 | 2.6 | 6
CC1(C(=O)NCCCN2CCCC2=O)CCN1CCc1ccccc1 (stereo not given) | -6 | 2 | nt | 14 | -8 | -7 | 1 | 0.7 | -10
CCc1ccccc1N1CC(C(=O)O)CC1=O (stereo not given) | -36 | 10 | -3 | 8 | 0 | -1 | 3 | 0.1 | -7
O=C(NCc1ccccc1Cl)C(=O)c1cn(CC(=O)N2CCOCC2)c2ccccc12 | -15 | 2 | -24 | -13 | -2 | 3 | 15 | 1.8 | 1
COc1ccc(NC(=O)c2ccc(COc3ccccc3Br)o2)c(OC)c1 | -14 | 0 | -45 | 36 | -6 | -1 | 16 | 0.8 | 2
CCCCC(=O)N(c1ccc(C(=O)O)cc1)c1nc(-c2ccc(Cl)cc2)c(CC)s1 | -14 | 12 | -10 | 13 | -16 | -2 | 8 | 0.1 | -5
COc1ccc(C2(CCN)CC(C)N(C)CC2C)cc1 (stereo not given) | 2 | 8 | -5 | -11 | 19 | -5 | -3 | -0.4 | -16
CC1(C)Oc2ccc3ccc(=O)oc3c2[C@H](O)[C@H]1O | -4 | 8 | -2 | 0 | -3 | -2 | 4 | -0.3 | -4
S=C1SCCN1Cc1ccccc1 | -13 | -1 | nt | -6 | -2 | -4 | 7 | 3.8 | -1
COc1ccccc1NC(=O)Cn1c(=O)n2nc(C)nc2c2ccccc21 | -4 | 1 | -6 | 9 | 5 | -3 | -4 | 2.4 | 7
Cc1c(Cl)cccc1NC(=S)N1CCN(Cc2ccc3c(c2)OCO3)CC1 | -11 | 2 | -6 | 18 | 0 | -1 | 8 | 1.4 | 10
COc1cccc(CN2CC(C(=O)N3CCCO3)CCC2=O)c1 (stereo not given) | -6 | 8 | 3 | 5 | -18 | -1 | 5 | 0.4 | -15
COc1ccc(CCn2c(=N)c(S(=O)(=O)c3ccccc3)cc3c(=O)n4ccccc4nc32)cc1 | 7 | 2 | -6 | -8 | -5 | -3 | -2 | 0.9 | -10
CCc1ccc(/C=C2/SC(=S)N(CCC(=O)Nc3cccnc3)C2=O)cc1 | -8 | 2 | -14 | 9 | -3 | 1 | 8 | 1.1 | -7
COc1cccc(C(=O)C2CCCN(Cc3cccc(-n4cccn4)c3)C2)c1 (stereo not given) | 13 | -3 | -27 | 20 | -13 | -7 | -15 | 3.4 | 2
COC(=O)c1ccccc1NC(=O)Cn1cnc2cc(C)c(C)cc21 | 0 | 16 | -12 | 2 | -2 | 5 | -10 | 9.3 | 20
Cc1ccc2nc(-c3ccccc3)c(CN3CCSCC3)n2c1 | 6 | 1 | -16 | -2 | 4 | -7 | -4 | -0.5 | -23
CC(OC(=O)c1ncc(Cl)c(Cl)c1Cl)C(=O)NC1CCCCC1C (stereo not given) | 3 | 0 | 2 | -2 | -1 | -4 | 3 | -0.3 | -8
COc1ccc(Cl)cc1NC(=O)NCC1CCN(Cc2ccccc2F)CC1 | -1 | 3 | 7 | 0 | -1 | -5 | -2 | 12 | -9
CCOCCCn1c(SCC(=O)Nc2ccc(C(N)=O)cc2)nc2ccccc2c1=O | 2 | 0 | -17 | -8 | 8 | -3 | 0 | 1.1 | 15
Cc1ccc(S(=O)(=O)N(CC(=O)Nc2cccnc2)c2cccc(Br)c2)cc1 | 3 | 4 | -25 | -26 | -4 | -2 | 1 | 3.5 | -3
O=C1C2C3c4ccccc4C(c4ccccc43)C2C(=O)N1Cc1cccnc1 (stereo not given) | -17 | 3 | -11 | 12 | 1 | -3 | 1 | 0.3 | -3
O=C(NCCCO)c1nc2ccccc2s1 | 20 | 9 | -3 | -8 | 23 | 1 | -10 | 2.2 | -2
COc1ccc(/C(C)=N/NC(=O)c2cc(-c3cccnc3)nc3ccccc23)cc1 | -1 | 2 | -10 | 20 | -6 | -7 | 4 | 1.3 | -16
CCOC(=O)c1c(NC(=O)CSc2ncn[nH]2)sc(C(C)=O)c1C | 3 | 0 | -14 | 5 | 8 | -2 | 2 | 3.2 | -45
CSc1nc2ccccc2n1Cc1cccc(F)c1 | -18 | 2 | -16 | 19 | -13 | -2 | -1 | 1.1 | 13
COc1cc(OC)c(C(=O)O/N=C(\N)c2ccccn2)cc1OC | -10 | 0 | 6 | -3 | -1 | 1 | 11 | 11 | -8
CCOC(=O)N1CCN(C(=O)CCCOc2ccccc2)CC1 | 0 | 12 | -5 | -5 | 8 | -5 | -4 | 0.0 | -13
COC(=O)Nc1ccc(S(=O)(=O)N2CCN(c3ccc(F)cc3)CC2)cc1 | -5 | 19 | 27 | 11 | -9 | -2 | 4 | 1.6 | -1
O=C(NCCCN1CCN(Cc2ccccc2)CC1)C1CCN(S(=O)(=O)N2CCCC2)CC1 | -25 | 8 | -5 | 6 | -12 | -8 | 5 | 0.2 | 3
O=C(c1ccco1)N1CCN(c2ncnc3c2oc2ccccc23)CC1 | -2 | 14 | -14 | 12 | -8 | 1 | 2 | 5.9 | 10
CSc1nc2ccsc2c(=O)n1-c1ccccc1 | -14 | 4 | -15 | 15 | -12 | -9 | 13 | -0.3 | 12
CC1=CCC2C(=O)N(c3ccc(C)cc3)C(=O)C2C1 (stereo not given) | -13 | 1 | -10 | -2 | -7 | -7 | 6 | -0.6 | 12
CCC(C)c1ccc(NC(=S)NCCn2cc(Cl)cn2)cc1 (stereo not given) | -1 | 5 | 45* | -2 | -7 | -14 | -3 | 1.8 | -5
Cc1nc([N+](=O)[O-])c(SCC(O)CCl)n1Cc1ccc(Cl)cc1 (stereo not given) | 13 | 7 | -9 | 13 | 15 | -3 | -6 | 23* | -6
COc1ccc(-c2ccc3c(c2)S(=O)(=O)c2cccc(C(=O)N4CCN(c5c(Cl)cncc5Cl)CC4)c2C3=O)cc1OC | 11 | 18 | -15 | 2 | -9 | -1 | -4 | 1.9 | 47
O=C1C=CC(=C(c2ccc(O)cc2)c2ccc(O)cc2)C=C1 | 2 | 2 | 3 | -14 | 0 | -1 | -1 | 0.2 | -31
NS(=O)(=O)c1cccc(NC(=O)CCCNC(=O)c2ccc(Cl)cc2)c1 | -4 | -1 | -5 | 8 | -8 | 3 | 13 | 0.8 | 4
CCOC(=O)N1CCN(S(=O)(=O)CCNC(=O)c2ccccc2)CC1 | 9 | 1 | -7 | -16 | 14 | -1 | 1 | -0.2 | -24
O=C(c1cc(-c2ccccc2)nc2ccccc12)N1CCOCC1 | -15 | 8 | -19 | 2 | -25 | 6 | 4 | 4.2 | -21
S=C(NCc1cccs1)Nc1ccc(Br)cc1Cl | 7 | 8 | -9 | 4 | -6 | -2 | -7 | 3.1 | -3
CCOC(=O)C1(CCOc2ccccc2)CCN(Cc2cccc(F)c2)CC1 | -3 | 4 | -9 | -20 | 16 | -7 | -7 | 0.9 | -17
O=C(Cc1ccccc1[N+](=O)[O-])Nc1ccc(S(=O)(=O)N2CCCC2)cc1 | -10 | 4 | 13 | 20 | -1 | -6 | 5 | 2.9 | -3
Cc1cc(C)c[n+](-c2[nH]c(=O)sc2/C=N/NC([S-])=Nc2ccccc2)c1 | 4 | 3 | -2 | 4 | -9 | 0 | -2 | 1.2 | 18
COc1ccccc1C(CNC(=O)COc1ccccc1C)N1CCCC1 (stereo not given) | 59* | 1 | -29 | -7 | 3 | -8 | -27 | -0.1 | -8

By substructure: those above containing a nitro group on carbon.
SMILES | M1 antag | TAAR1 agonist | CHO parental Ca | M1 PAM parental | CHO-K1 Ca antag | CHRM1 agonist | M1 PAM | CHO-K1 Ca ag | TAAR1 antag
O=[N+]([O-])c1ccc(O)c(-c2nn[nH]n2)c1 | -7 | 8 | -2 | 7 | -4 | 0 | 3 | -0.1 | 8
Cc1nc([N+](=O)[O-])c(SCC(O)CCl)n1Cc1ccc(Cl)cc1 (stereo not given) | 13 | 7 | -9 | 13 | 15 | -3 | -6 | 23* | -6
O=C(Cc1ccccc1[N+](=O)[O-])Nc1ccc(S(=O)(=O)N2CCCC2)cc1 | -10 | 4 | 13 | 20 | -1 | -6 | 5 | 2.9 | -3
